MBD2 inh – inhibitors of MBD2 binding to methylated DNA, primary screen, biochemical, TR-FRET, DNA-binding domain, human. Methyl-CpG-binding domain protein 2 (Homo sapiens), Q9UBB5. actives 0.31% (n = 370,000). MBD2 binding to methylated oligonucleotide. AID 686964, 2013. inhibition, % at 4.4 µM; in the data active means inhibition above about 13%
PLCg1 inh – PLC-gamma1 enzyme inhibitors, primary screen, biochemical, fluorescence, purified enzyme; 1-phosphatidylinositol 4,5-bisphosphate phosphodiesterase gamma-1 (Homo sapiens), P19174; fluorogenic substrate; inhibition, % at 12.2 µM; actives 0.84% (n = 370,000); in the data active means inhibition above about 9.5%
Target sequence (P19174 whole entry, looked up): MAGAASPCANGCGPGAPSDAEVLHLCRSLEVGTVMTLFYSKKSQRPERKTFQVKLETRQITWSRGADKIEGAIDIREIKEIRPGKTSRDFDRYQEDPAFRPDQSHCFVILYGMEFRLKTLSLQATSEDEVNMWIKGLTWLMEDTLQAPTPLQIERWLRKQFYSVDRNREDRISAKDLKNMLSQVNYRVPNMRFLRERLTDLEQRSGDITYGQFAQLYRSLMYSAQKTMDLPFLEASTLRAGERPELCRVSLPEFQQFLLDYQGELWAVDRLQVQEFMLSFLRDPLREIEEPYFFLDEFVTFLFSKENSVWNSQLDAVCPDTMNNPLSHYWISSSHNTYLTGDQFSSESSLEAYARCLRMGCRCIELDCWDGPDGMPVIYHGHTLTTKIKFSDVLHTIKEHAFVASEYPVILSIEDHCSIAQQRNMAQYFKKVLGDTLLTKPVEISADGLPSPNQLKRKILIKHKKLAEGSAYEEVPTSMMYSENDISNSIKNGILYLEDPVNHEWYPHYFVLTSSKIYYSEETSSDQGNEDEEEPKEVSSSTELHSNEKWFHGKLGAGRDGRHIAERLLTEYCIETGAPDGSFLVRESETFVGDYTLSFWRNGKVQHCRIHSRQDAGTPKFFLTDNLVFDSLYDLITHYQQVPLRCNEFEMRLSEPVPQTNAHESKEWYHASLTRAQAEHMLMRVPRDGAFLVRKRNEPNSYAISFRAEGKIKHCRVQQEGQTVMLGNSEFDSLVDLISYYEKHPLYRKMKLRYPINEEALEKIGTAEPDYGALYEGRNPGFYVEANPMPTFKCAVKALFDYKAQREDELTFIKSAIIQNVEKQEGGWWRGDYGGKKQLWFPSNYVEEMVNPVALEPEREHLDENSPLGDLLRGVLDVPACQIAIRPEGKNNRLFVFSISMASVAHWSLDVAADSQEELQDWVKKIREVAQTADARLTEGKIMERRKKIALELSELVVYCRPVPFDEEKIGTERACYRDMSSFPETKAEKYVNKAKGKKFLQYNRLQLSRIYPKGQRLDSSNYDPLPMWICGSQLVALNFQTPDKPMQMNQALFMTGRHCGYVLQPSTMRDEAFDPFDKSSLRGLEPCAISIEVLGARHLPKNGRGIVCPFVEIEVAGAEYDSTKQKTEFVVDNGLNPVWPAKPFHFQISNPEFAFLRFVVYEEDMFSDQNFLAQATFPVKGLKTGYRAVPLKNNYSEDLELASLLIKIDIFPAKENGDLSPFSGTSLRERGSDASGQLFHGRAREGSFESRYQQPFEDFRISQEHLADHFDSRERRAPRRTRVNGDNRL
SMARCA2 act – SMARCA2 (BRM) function activators, primary screen, cell-based, luminescence, high throughput | AID 652017, 2013 | MG213 cells, MMTV-luciferase reporter, dexamethasone, overnight | activation, % at 9.1 µM | actives 1% (n = 370,000); in the data active means activation above about 7.8%;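 further: 0% = vehicle wells and 100% = reference activator wells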
hcDAF-12 act – H. contortus DAF-12 nuclear receptor activators, primary screen, cell-based, luminescence, HEK293, lit1-tk-luc reporter. activation, % at 6.8 µM. AID 652067, 2013. HEK293 hcDAF-12 lit1-tk-luc reporter; 0% DMSO, 100% Δ7-dafachronic acid. actives 1.4% (n = 370,000);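 active means activation above the mean of all tested compounds plus 3 SD, cut at about 5.5% in these data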;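 further: 100% = response to 3 µM Δ7-dafachronic acid high control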
PLC-beta3 inh – human PLC-beta3 inhibitors, primary screen, biochemical, fluorescence. 1-phosphatidylinositol 4,5-bisphosphate phosphodiesterase beta-3 (Homo sapiens), Q01970. actives 0.18% (n = 370,000). Purified PLC-beta3, fluorogenic substrate. AID 720704, 2013. inhibition, % at 12.2 µM; in the data active means inhibition above about 11%;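 further: 0% = median of compound wells on plate and 100% = full blocker control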
ssDAF-12 act – S. stercoralis DAF-12 nuclear receptor activators, primary screen, cell-based, luminescence, HEK293, GRIP1 co-expression, lit1-tk-luc; actives 1% (n = 370,000); HEK293 ssDAF-12/GRIP1 lit1-tk-luc reporter; % of 3 µM dafachronic acid response; Nuclear hormone receptor DAF-12 (Strongyloides stercoralis); AID 652126, 2013; activation, % at 6.8 µM;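 active means activation above the mean over all tested compounds plus 3 SD, cut at about 0.9% in these data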;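 further: 0% = DMSO-only wells and 100% = 3 µM delta7-dafachronic acid wells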
NR1D1 modulator – modulators of Rev-erb alpha DNA binding, primary screen, biochemical, FITC-DNA, fluorescence polarization, uHTS; Nuclear receptor subfamily 1 group D member 1 (Homo sapiens), P20393; Rev-erbα–FITC-DNA binding, 90 min; activity, % at 10 µM; actives 0.79% (n = 370,000); AID 1259318, 2017;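 active means activity above about 14%, limit read from the data; passing the limit was not always enough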;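 further: 0% = DMSO wells with 35 nM protein and 100% = DMSO wells with 750 nM protein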
hgDAF-12 ag – H. glycines DAF-12 receptor agonists, primary screen, cell-based, luminescence, HEK293, GAL4 fusion, UAS-luciferase; HEK293 GAL4-hgDAF12 UAS-luciferase reporter, agonist luminescence; normalized to butyrate control; activation, % at 6.8 µM; actives 1.8% (n = 370,000); AID 687014, 2013;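 active means activation above a cutoff set at the mean of all screened compounds plus 3 SD, cut at about 10% in these data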;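 further: 0% = DMSO wells and 100% = sodium butyrate wells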
ADAM17 inh – ADAM17 inhibitors, primary screen, biochemical, QFRET. inhibition, % at 6.95 µM. AID 720648, 2013. Disintegrin and metalloproteinase domain-containing protein 17 (Homo sapiens), P78536. recombinant ADAM17, EDANS/DABCYL FRET peptide cleavage. actives 0.83% (n = 370,000);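 active means inhibition above the mean of compounds lying between control limits plus 3 SD, set per campaign, cut at about 8.5% in these data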;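 further: 0% = DMSO-only wells as the low control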
DAX1 inh-1 – DAX1 (NR0B1) inhibitors on StAR promoter, primary screen, cell-based, luminescence, SF-1 (NR5A1), full-length DAX-1 | inhibition, % at 6.8 µM | actives 1.1% (n = 370,000) | HEK293T StAR-luciferase reporter, SF-1/DAX-1 repression relief | AID 652010, 2013;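 active means inhibition above the mean over all tested compounds plus 3 SD, cut at about 3.6% in these data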;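 further: 0% = DAX-1 cells with DMSO and 100% = cells lacking DAX-1 with DMSO; higher inhibition means more luminescence from relief of DAX-1 repression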
DAX1 inh-2 – DAX1 (NR0B1) inhibitors, primary screen, cell-based, HEK293, Gal4-DAX1, luciferase luminescence. Nuclear receptor subfamily 0 group B member 1 (Homo sapiens), P51843. HEK293 Gal4-DAX1 luciferase reporter. inhibition, % at 6.75 µM. actives 0.99% (n = 340,000). AID 504766, 2011;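 active means inhibition above the mean over all tested compounds plus 3 SD, cut at about 4.2% in these data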;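 further: 0% = DAX1-transfected cells with DMSO and 100% = empty-vector control cells with DMSO; inhibition shows as a rise in luminescence from relieved DAX1 repression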
An asterisk follows results filed as active; i = inactive; · = no result given. These rows are one share of the data; rates above refer to the full screens.

SMILES	MBD2 inh	PLCg1 inh	SMARCA2 act	hcDAF-12 act	PLC-beta3 inh	ssDAF-12 act	NR1D1 modulator	hgDAF-12 ag	ADAM17 inh	DAX1 inh-1	DAX1 inh-2
COC(=O)C1=C(c2ccccc2OCc2ccccc2)C[C@@H]2CC[C@H]1N2C(=O)NCc1ccc(Cl)cc1	-4	4	0	-2.8	1	-1.9	-6	0.0	9.7*	-0.3	-0.1
O=c1[nH]c2ccccc2n1C1CCN(C(CCc2ccccc2)c2nnnn2C2CCCCC2)CC1 (stereo not drawn)	-4	-1	3	-0.6	0	-1.5	8	0.6	-3	1.6	·
NC(=O)c1ccc(N)nc1	5	2	-7	-1.0	-3	-0.6	2	-2.4	-1	-1.9	-2.1
Fc1ccc(C2=CCN(C(c3cccs3)c3nnnn3CCc3ccccc3)CC2)cc1 (stereo not drawn)	1	-2	-4	-1.4	-4	-1.7	3	-2.7	-1	-0.6	-0.8
COCCCN1Cc2ccccc2C1=N	2	0	0	-0.9	0	-0.9	1	-1.8	-6	0.5	1.3
CCC(=NCc1cc(OC)cc(OC)c1)c1c(O)[nH]c(=O)[nH]c1=O	-4	-2	1	-2.3	-2	-1.6	-6	-1.8	-1	0.2	0.1
O=C(Nc1ccccc1)N1CCC2(CC1)OCCO2	-5	-3	0	0.5	2	-1.2	5	0.2	0	0.4	1.2
CCn1c(O)c(/C=N/NC(=O)c2ccccc2)c(=O)n(CC)c1=S	0	-6	8.1*	2.1	-9	-0.2	3	4.2	-2	0.2	·
O=C1NC(=S)N(c2ccc(Cl)cc2)C(=O)/C1=C/N1CCN(C(=O)c2ccco2)CC1	-4	-4	2	-0.1	-8	-1.0	-4	-1.2	2	1.0	0.2
CN1CCN(c2nc3c(c(=O)[nH]2)CCC3)CC1	-2	-1	-2	0.2	-5	-0.8	-1	-0.7	1	-0.1	2.6
CN(C)CC1Oc2ccccc2OC1(O)c1ccccc1 (stereo not drawn)	7	2	-13	-1.0	5	-2.1	6	-1.2	-5	-1.9	-3.7
CC(=O)OC(C)(C)/C=C/C(=O)C(C)(O)C1[C@H](O)C[C@@]2(C)C3CC=C4C(CC[C@@H](O)C4(C)C)[C@]3(CO)C(=O)C[C@]12C (stereo partly drawn)	-2	4	-4	-3.8	-7	-1.2	5	-12	-3	-1.8	-1.4
O=C1C2CCCN2C(c2cccc(Cl)c2)N1c1ccccn1 (stereo not drawn)	-7	0	-2	-1.8	0	-0.5	0	1.1	-7	0.4	-1.7
CC(=O)OC1C2CCC1C(N1CCCC1)CC2 (stereo not drawn)	-3	7	0	-0.4	8	-0.6	0	0.5	4	1.0	-0.2
N#C/C(N)=C(/N)C#N	2	-9	-2	-1.8	-11	0.1	-3	2.7	-12	0.1	0.2
OCc1cnc[nH]1	1	2	-6	-2.1	1	-1.7	5	0.4	-6	-0.5	0.7
Cc1cc(N(CCCl)CCCl)ccc1C=NNC(=O)Cc1cc(=O)oc2cc(O)ccc12	-4	i	-6	-2.4	i	-1.1	-1	-1.4	i	-2.7	-1.4
CC(N)Cc1c[nH]c2cc3c(cc12)OCCO3 (stereo not drawn)	7	-24	-4	-1.0	-23	-0.4	-3	-2.7	-9	-0.5	-0.9
Cc1cccc(OC(=O)N2CCOCC2)c1	-2	5	1	-1.0	1	-1.8	3	0.3	1	-0.4	0.3
Cc1ncoc1C(=O)NCC1=C(c2ccc3ccccc3c2)C[C@@H]2CC[C@H]1N2Cc1ccco1	3	-3	-2	1.1	0	-0.9	4	1.0	1	1.8	0.2
CC(C)Oc1ccc(C2C(C#N)=C(N)Oc3c2c(=O)oc2ccccc32)cc1 (stereo not drawn)	4	-6	-4	-0.1	-4	-1.1	9	0.5	-8	0.4	-0.4
O=[N+]([O-])c1ccc(C2C3C(c4ccccc4)=NC4(CCCC4)N32)cc1 (stereo not drawn)	-3	4	1	-1.4	7	-0.9	2	-2.4	1	-0.2	-0.8
CCOC(=O)[C@]12Cc3c(cc(OC)c(OC)c3OC)[C@H]1N(C)C(=O)c1cc(OC)ccc12	-2	-2	0	1.6	-1	-1.1	2	-0.3	-4	4.7*	·
COC(=O)C1=C(c2cc3ccccc3s2)C[C@@H]2CC[C@H]1N2C(=O)NCc1ccc(C(F)(F)F)cc1	0	1	-2	-1.8	2	-1.0	3	-1.3	12*	0.3	-0.2
Cc1ccc(-n2cc(CNC(C)Cc3cnccn3)c(-c3cccc(C)c3)n2)cc1 (stereo not drawn)	1	1	-1	-0.6	-3	-1.2	-8	-1.4	2	-0.6	-0.1

Other entries
SMILES	MBD2 inh	PLCg1 inh	SMARCA2 act	hcDAF-12 act	PLC-beta3 inh	ssDAF-12 act	NR1D1 modulator	hgDAF-12 ag	ADAM17 inh	DAX1 inh-1	DAX1 inh-2
CN(C)N=O	4	1	-2	-0.4	-1	-0.8	-3	-1.8	-2	1.0	0.2
CC(C)C1(C)N=C(c2nc3ccccc3cc2C(=O)O)NC1=O (stereo not drawn)	6	-2	-3	0.6	2	-0.2	3	1.1	-2	-0.1	-1.0
N#CCCn1cc(C(=O)Nc2ccccc2Br)c(-c2ccc3c(c2)OCCO3)n1	-1	2	2	-1.5	3	-1.0	-4	-1.1	2	-0.5	-1.1
OC(c1cccc(Cl)c1)(c1cccc(Cl)c1)C1CN2CCC1CC2 (stereo not drawn)	4	3	1	-1.5	2	-0.9	-1	0.3	-6	0.2	1.3
CCOP(=O)(C#CC(C)(C)C)C(C)(O)c1ccccc1 (stereo not drawn)	-3	-3	0	-0.6	0	-1.2	-6	1.6	-2	0.5	1.3
CN1CCN(c2ccc([N+](=O)[O-])c3cccnc23)CC1	-13	-1	1	0.9	2	-0.8	5	-0.4	-5	0.1	-0.8
CCCCC12CNCC(C)(CNC1)C2=O	-1	0	0	-1.0	1	-1.2	-4	1.8	-8	-0.5	-1.0
COc1ccccc1CN1CCN(C(=O)Cc2ccccc2)CC1	1	4	-1	-0.5	1	-0.8	-3	-2.6	-3	-0.3	-0.2
N#CC1=C(N)Oc2c(c(=O)oc3ccccc23)C1c1ccccc1OC(=O)c1cccs1 (stereo not drawn)	2	1	-2	2.0	2	1.1*	8	-3.4	1	-0.6	1.3
CC1C2Cc3ccc(O)cc3C1(C)CCN2CC1CC1 (stereo not drawn)	0	3	-3	-0.3	4	-0.9	-2	-5.1	0	1.6	·
Cc1cc(C=O)c(C)n1C1CCCCC1	3	1	-2	-1.5	2	-1.4	-1	-0.4	-3	-0.9	1.2
CCN(CC)C(=O)c1ccc(NC(=O)c2cccc(C(F)(F)F)c2)cc1	-1	3	-3	-1.4	-4	-1.9	0	-2.8	-2	-0.5	-0.6
Fc1cccc(C2NCCc3[nH]cnc32)c1 (stereo not drawn)	2	0	2	-1.2	3	-1.3	-2	-1.8	-2	0.1	-1.2
COc1ccc(CN2C(=O)NC(=O)/C(=C/c3ccoc3)C2=O)cc1	8	-14	-3	4.8	-23	-1.2	-21	-1.5	-4	0.9	1.7
Cc1ccc(N2C(=O)NC(=O)/C(=C\c3cn(CC(=O)O)c4ccccc34)C2=O)cc1	-6	-6	0	3.6	-15	1.4*	1	1.7	0	-0.3	2.2
CCCCn1c(C)c(C(=O)O)c2cc(OC)ccc21	9	0	-2	1.4	-6	-1.6	-1	-0.5	-8	-0.4	-0.7
CC(=O)c1c(O)n(C)c(=S)n(-c2ccccc2)c1=O	5	6	-6	0.3	0	-0.8	-5	-1.1	4	0.2	1.3
COC(=O)C1=C(c2ccc(Cl)c(C(F)(F)F)c2)C[C@@H]2CC[C@H]1N2C(=O)N1CCCC1	2	-2	1	-1.8	0	-1.9	3	0.5	-4	-1.1	-1.6
Cc1c(C(c2ccc(Cl)cc2Cl)c2c(O)c3ccccc3oc2=O)c(=O)n(-c2ccccc2)n1C (stereo not drawn)	-4	0	0	-1.0	-9	-2.2	4	-0.4	-2	0.2	3.6

Exported with values under each structure: eleven of the compounds above
Fields – MBD2 inh | PLCg1 inh | SMARCA2 act | hcDAF-12 act | PLC-beta3 inh | ssDAF-12 act | NR1D1 modulator | hgDAF-12 ag | ADAM17 inh | DAX1 inh-1 | DAX1 inh-2
> N#CC1=C(N)Oc2c(c(=O)oc3ccccc23)C1c1ccccc1OC(=O)c1cccs1 (stereo not drawn)
  2 | 1 | -2 | 2.0 | 2 | 1.1* | 8 | -3.4 | 1 | -0.6 | 1.3
> CC1C2Cc3ccc(O)cc3C1(C)CCN2CC1CC1 (stereo not drawn)
  0 | 3 | -3 | -0.3 | 4 | -0.9 | -2 | -5.1 | 0 | 1.6 | ·
> Cc1cc(C=O)c(C)n1C1CCCCC1
  3 | 1 | -2 | -1.5 | 2 | -1.4 | -1 | -0.4 | -3 | -0.9 | 1.2
> CCN(CC)C(=O)c1ccc(NC(=O)c2cccc(C(F)(F)F)c2)cc1
  -1 | 3 | -3 | -1.4 | -4 | -1.9 | 0 | -2.8 | -2 | -0.5 | -0.6
> Fc1cccc(C2NCCc3[nH]cnc32)c1 (stereo not drawn)
  2 | 0 | 2 | -1.2 | 3 | -1.3 | -2 | -1.8 | -2 | 0.1 | -1.2
> COc1ccc(CN2C(=O)NC(=O)/C(=C/c3ccoc3)C2=O)cc1
  8 | -14 | -3 | 4.8 | -23 | -1.2 | -21 | -1.5 | -4 | 0.9 | 1.7
> Cc1ccc(N2C(=O)NC(=O)/C(=C\c3cn(CC(=O)O)c4ccccc34)C2=O)cc1
  -6 | -6 | 0 | 3.6 | -15 | 1.4* | 1 | 1.7 | 0 | -0.3 | 2.2
> CCCCn1c(C)c(C(=O)O)c2cc(OC)ccc21
  9 | 0 | -2 | 1.4 | -6 | -1.6 | -1 | -0.5 | -8 | -0.4 | -0.7
> CC(=O)c1c(O)n(C)c(=S)n(-c2ccccc2)c1=O
  5 | 6 | -6 | 0.3 | 0 | -0.8 | -5 | -1.1 | 4 | 0.2 | 1.3
> COC(=O)C1=C(c2ccc(Cl)c(C(F)(F)F)c2)C[C@@H]2CC[C@H]1N2C(=O)N1CCCC1
  2 | -2 | 1 | -1.8 | 0 | -1.9 | 3 | 0.5 | -4 | -1.1 | -1.6
> Cc1c(C(c2ccc(Cl)cc2Cl)c2c(O)c3ccccc3oc2=O)c(=O)n(-c2ccccc2)n1C (stereo not drawn)
  -4 | 0 | 0 | -1.0 | -9 | -2.2 | 4 | -0.4 | -2 | 0.2 | 3.6

Screening results (PubChem BioAssay)
